Source: PubChem BioAssay (NCI)
All columns: NCI-60 one-dose screen, growth in % after 48 h at 10 µM unless noted; 100 = growth as untreated, 0 = no growth, -100 = all killed.
A549/ATCC: A549/ATCC NSCLC | hit rate 3.7% among 81,000
HOP-62: HOP-62 NSCLC; hit rate 3.9% among 80,000
MOLT-4: MOLT-4 leukemia cells; hit rate 6.9% among 80,000; AID 1794779
EKVX: EKVX NSCLC; AID 1794765; hit rate 3% among 71,000
HOP-92: HOP-92 NSCLC cells; hit rate 6.3% among 71,000; AID 1794738
SR: SR leukemia cells; hit rate 8.7% among 73,000
RPMI-8226: RPMI-8226 leukemia cells. hit rate 7.5% among 77,000
CCRF-CEM: CCRF-CEM leukemia; hit rate 7% among 77,000
Starred values were filed as active, the others as inactive; . = not tested or not shown; & = joins results of further samples; ! = not active in a repeat. How the source made its calls: active means growth percent below 10; inactive means the rest.

SMILES	A549/ATCC	HOP-62	MOLT-4	EKVX	HOP-92	SR	RPMI-8226	CCRF-CEM
S=C=NP1(N=C=S)=NP(N=C=S)(N=C=S)=NP(N=C=S)(N=C=S)=NP(N=C=S)(N=C=S)=N1 (stereo not given)	79	85	58	95	93	89	103	105
NNC(=O)CN1CCN(c2cc3c(cc2F)c(=O)c(C(=O)O)cn3C2CC2)CC1	99	97	88	100	102	100	107	108
Cc1nc2ncccc2nc1Nc1ccc(S(N)(=O)=O)cc1	100	108	106	107	78	111	94	106
COC(=O)Nc1ncccn1	83	82	107	98	92	118	88	84
CCOC(=O)[C@]1(Br)CC[C@]1(Br)C(=O)OCC	110	108	71	90	97	82	102	125
CCCCCCCCCCCCCCCC[N+]1([O-])CCOCC1	91	98	70	.	87	86	77	79
CCOP(=O)(CN=C(c1ccccc1)c1ccccc1)OCC	100	99	111	98	78	114	104	105
CC1=C([Se]CC(OC(=O)CC[Se]c2ccccc2)C(=O)NC(C)(C)C)C(=O)c2ccccc2C1=O (stereo not given)	-1.4*	-36*	-32*	-65*	-75*	-28*	15	-11*
COc1cc2c(cc1O)CC[C@@H]1[C@@H]2CC[C@]2(C)[C@@H](NCCN(C)C)CC[C@@H]12	-82*	-76*	-72*	-83*	-82*	-67*	-60*	-72*
CCC(C)(C(N)=O)c1ccccc1 (stereo not given)	104	99	109	109	108	100	102	94
COc1ccc(-c2c(C(C)=O)c(C)n(-c3ccccc3)c2Cc2ccccc2)cc1OC	79	87	78	.	35	69	80	61
C/C(=N\Nc1ccc([N+](=O)[O-])cn1)c1ccccc1	96	108	103	94	.	96	.	96
Cc1ccc(Nc2ccc(Nc3c(Br)cc(C)cc3Br)c3c2C(=O)c2ccccc2C3=O)c(Br)c1	109	95	108	.	.	.	102	98
Cc1ccc(NC(=S)NCCO)cc1	97	109	85	105	99	91	118	103
Cc1c(C(=O)N=Nc2c(O)[nH]c3ccc(F)cc23)oc2ccccc12	106	96	108	70	91	106	99	104
C[C@H](O)[C@@H]1N[C@H]2N(C1=O)c1ccccc1[C@@]21CC2C(=O)N[C@@H]1C1=Nc3ccccc3CN12	87	78	86	91	101	100	108	98
Cc1ccc(CO)cc1	114	104	105	109	95	104	.	.
COC(=O)CC[C@@H](C)[C@H]1CC[C@H]2[C@@H]3CC[C@@H]4C[C@@H](OCCC#N)CC[C@]4(C)[C@H]3CC[C@]12C	88	79	95	98	89	.	84	95
COc1cc(NS(=O)(=O)c2ccc(-c3cnc(C4CC4)o3)cc2)ccc1F	34	42	32	33	34	20	20	19
COC(=O)C1C2CC(=O)C(C2)C1C(=O)OC (stereo not given)	107&100	105&101	98&103	99	102&94	82&103	93&101	89&97
Oc1nc(NCCc2ccccc2)sc1/C=C1\C=Nc2ncccc21	8.1*!	-3.0*!	8.6*!	46&41	-9.7*!	5.6*	39&39	9.9*
Cc1ccc(C)c(Oc2c(-c3nc4ccccc4[nH]3)c(C)nn2-c2ccccc2)c1	81	88	72	91	85	62	77	91
Oc1ccc(-c2nn(-c3ccccc3)cc2-c2nc3ccccc3s2)cc1	91	104	88	80	.	75	.	.
Cc1cccc(C)c1NC(=O)n1c(=O)cc(C)c2ccc(O)cc21	105	101	113	110	.	126	105	108
CCOc1ccc2nc(C)cc(Nc3ccc(Br)cc3)c2c1	95	109	89	.	105	86	83	90

20 structures out of the list, arranged by formula weight, highest first:
SMILES	A549/ATCC	HOP-62	MOLT-4	EKVX	HOP-92	SR	RPMI-8226	CCRF-CEM
Cc1ccc(Nc2ccc(Nc3c(Br)cc(C)cc3Br)c3c2C(=O)c2ccccc2C3=O)c(Br)c1	109	95	108	.	.	.	102	98
S=C=NP1(N=C=S)=NP(N=C=S)(N=C=S)=NP(N=C=S)(N=C=S)=NP(N=C=S)(N=C=S)=N1 (stereo not given)	79	85	58	95	93	89	103	105
CC1=C([Se]CC(OC(=O)CC[Se]c2ccccc2)C(=O)NC(C)(C)C)C(=O)c2ccccc2C1=O (stereo not given)	-1.4*	-36*	-32*	-65*	-75*	-28*	15	-11*
C[C@H](O)[C@@H]1N[C@H]2N(C1=O)c1ccccc1[C@@]21CC2C(=O)N[C@@H]1C1=Nc3ccccc3CN12	87	78	86	91	101	100	108	98
COc1ccc(-c2c(C(C)=O)c(C)n(-c3ccccc3)c2Cc2ccccc2)cc1OC	79	87	78	.	35	69	80	61
Cc1ccc(C)c(Oc2c(-c3nc4ccccc4[nH]3)c(C)nn2-c2ccccc2)c1	81	88	72	91	85	62	77	91
COc1cc2c(cc1O)CC[C@@H]1[C@@H]2CC[C@]2(C)[C@@H](NCCN(C)C)CC[C@@H]12	-82*	-76*	-72*	-83*	-82*	-67*	-60*	-72*
Oc1ccc(-c2nn(-c3ccccc3)cc2-c2nc3ccccc3s2)cc1	91	104	88	80	.	75	.	.
CCOC(=O)[C@]1(Br)CC[C@]1(Br)C(=O)OCC	110	108	71	90	97	82	102	125
CCOc1ccc2nc(C)cc(Nc3ccc(Br)cc3)c2c1	95	109	89	.	105	86	83	90
Oc1nc(NCCc2ccccc2)sc1/C=C1\C=Nc2ncccc21	8.1*!	-3.0*!	8.6*!	46&41	-9.7*!	5.6*	39&39	9.9*
Cc1c(C(=O)N=Nc2c(O)[nH]c3ccc(F)cc23)oc2ccccc12	106	96	108	70	91	106	99	104
CCOP(=O)(CN=C(c1ccccc1)c1ccccc1)OCC	100	99	111	98	78	114	104	105
CCCCCCCCCCCCCCCC[N+]1([O-])CCOCC1	91	98	70	.	87	86	77	79
Cc1nc2ncccc2nc1Nc1ccc(S(N)(=O)=O)cc1	100	108	106	107	78	111	94	106
C/C(=N\Nc1ccc([N+](=O)[O-])cn1)c1ccccc1	96	108	103	94	.	96	.	96
COC(=O)C1C2CC(=O)C(C2)C1C(=O)OC (stereo not given)	107&100	105&101	98&103	99	102&94	82&103	93&101	89&97
Cc1ccc(NC(=S)NCCO)cc1	97	109	85	105	99	91	118	103
COC(=O)Nc1ncccn1	83	82	107	98	92	118	88	84
Cc1ccc(CO)cc1	114	104	105	109	95	104	.	.

Further entries.
SMILES	A549/ATCC	HOP-62	MOLT-4	EKVX	HOP-92	SR	RPMI-8226	CCRF-CEM
O=c1[nH]c(=O)n(C2OC(CF)C(O)C2O)cc1Br (stereo not given)	110	106	95	96	167	.	227	138
Cc1cccc(C)c1NCc1nnc(-c2ccco2)o1	87	80	89	81	83	86	78	91
COc1ccc2c(c1)C(NCCCCCCNc1cc(C)[n+](C)c3ccc(OC)cc13)=CC(C)N2C (stereo not given)	88	.	75	88	38	52	44	56
CNc1nc(NC)nc(NC)n1	100	96	93	123	74	78	99	107
N#CCC(=O)Nc1ncc(Cc2ccc(Cl)cc2)s1	83	76	88	90	94	102	98	96
COC(=O)c1ccc(N)cc1C(=O)OC	92	113	81	108	92	74	.	90
N[C@@H](Cc1cn(-c2ccccc2O)nn1)C(=O)O	96	100	100	.	97	90	96	92
Oc1cc2ccccc2cc1O	104	98	95	124	84	99	98	94
CN(C)c1ccc(/C=C/c2nc3ccccc3c(=O)n2CC(=O)Nc2ccccc2)cc1	34	37	80	64	15	75	64	90
CCOC(=O)n1cc(-c2nonc2-c2c[nH]c3ccccc23)c2ccccc21	55	53	40	65	64	22	70	60
Cc1ccc2oc(=O)cc(Cn3cc(Cn4cnc5c4c(=O)n(C)c(=O)n5C)nn3)c2c1	104	101	98	100	104	93	97	100
N#CCC(N)=C(C#N)C#N	97	118	102	.	88	102	107	93
C=CC[Si](c1ccccc1)(c1ccccc1)c1ccccc1	101	104	112	.	.	.	104	101
CCCCOCCOC(=O)c1ccccc1C	100	107	102	98	121	107	109	102
C=C(C)CN=Cc1ccc(OC)c(OC)c1	99	97	120	105	106	116	100	115
Cc1ccc(C2=N[C@H]3CCC[C@@H]3N(c3ccccc3)C(C(Cl)Cl)=N2)cc1	98	111	94	98	107	96	111	96
CCN(CC)CCCCCCNc1cc(OC)c(F)c2c(C)ccnc12	96	107	95	111	84	97	94	101
CN(C)C1CCc2ccccc2C1OC(=O)/C=C/c1ccccc1 (stereo not given)	97	96	91	.	79	99	99	97
COc1cc(-c2cc3ccc(O)cc3oc2=O)cc(OC)c1OC	93	99	94	96	90	81	93	88
Clc1cccc(Cl)c1Nc1ccc2nnc(-c3ccncc3)n2n1	104	103	96	.	.	62	93	81
O=c1oc(-c2ccc(Cl)cc2)nc2c(-c3ccc(Cl)cc3)nc3ccccc3c12	108	123	97	98	95	.	134	.
CN(c1ccccc1)c1cc(N)nc(N)n1	95	99	105	95	109	93	98	97
C[C@@H](NC(=O)[C@@H](CC(=O)N1CCC(N2CCCCC2)CC1)N1C(=O)[C@@H](N2C(=O)OC[C@@H]2c2ccccc2)[C@H]1/C=C/c1cccc(Cl)c1)c1ccccc1	64	88	27	66	58	-22*	55	50
O=C1[C@@H]2Cc3c([nH]c4ccccc34)[C@H](c3c(Cl)cccc3Cl)N2C(=O)CN1C1CCN(Cc2ccccc2)CC1	13	81	13	54	43	1.6*	7.4*	3.5*
Cn1c2ccccc2c2c3c(c4c5ccccc5n(CCCCCC#N)c4c21)C(=O)N(O)C3=O	34	27	1.1*	88	-11*	1.4*	0.1*	3.2*
Next part.
SMILES	A549/ATCC	HOP-62	MOLT-4	EKVX	HOP-92	SR	RPMI-8226	CCRF-CEM
COc1cc2oc(-c3cccc(NC(=O)[C@H](C)NC(=O)[C@H](C)N)c3)cc(=O)c2c(OC)c1OC	97	115	96	104	93	80	98	98
CC(c1ccccc1)N1C(=O)NC2NC(=S)NC21 (stereo not given)	88	93	116	99	115	112	104	99
COc1cc(OC)c2cc(-c3nc(OC)nc(OC)n3)cnc2c1	91	94	114	99	132	107	90	128
CS(=O)(=O)Nc1ccc(OCc2nnc(-c3ccc(Cl)cc3)o2)c(F)c1	90	87	81	.	88	81	88	97
O=C1c2ncccc2/C(=C/c2ccccc2)N1Cc1ccccc1	96	95	83	98	81	83	92	84
NC(=O)Cn1nc(-c2ccc(Oc3ccc(-c4ccc(=O)n(CC(N)=O)n4)cc3)cc2)ccc1=O	88	112	102	.	81	84	102	102
CCCCCCCNc1ncncc1-c1ccc(C(F)(F)F)cc1	92	75	94	.	69	92	91	94
Cc1ccccc1OCc1ccc(Cl)cc1	98	108	99	94	71	97	91	89
O=C(O)/C=C/CCC1SCC2NC(=O)NC21 (stereo not given)	94	104	109	103	99	94	106	106
CCOC(=O)C1C(=O)C=C(c2cc(OC)c(OC)c(OC)c2)CC1c1sc(N(C)Cc2ccccc2)nc1Cl (stereo not given)	72	78	59	63	.	81	.	82
ClC(Cl)(Cl)C(c1ccccc1)c1ccccc1	96	102	92	107	92	90	103	103
COc1ccc(CCN2C(=O)/C(=C/c3nc(CO)cs3)SC2=S)cc1	95	83	87	95	28	60	18	68
OC(COc1ccccc1)CN1CCN(c2ccc(Cl)cc2)CC1 (stereo not given)	87	123	93	109	80	.	95	-5.2*
Clc1cc(Cl)c(Cl)c(-c2nnc(SCc3ccncc3Br)o2)c1	153	83	75	85	84	-27*	73	77
COc1cc(Cn2cc3c(c2)-c2onc(CO)c2CC3)cc(OC)c1OC	100	86	96	90	67	72	79	91
CN1CCN(Cc2ccc(NC(=O)c3[nH]ncc3Nc3ncnc4c3CCC4)cc2)CC1	17	23	-3.0*	26	-33*	-19*	-9.2*	11
COc1cc(-c2cc(OC)c(O)c(OC)c2)cc(OC)c1O	88	98	103	103	92	34	.	67
COc1ccc(C(O)Cc2ccc(Cl)cc2)cc1 (stereo not given)	99	110	.	88	.	.	98	101
Cc1ccc(C)n1-c1ccsc1C(=O)NNC(=O)C(Cl)=C(Cl)Cl	103	.	78	.	.	81	79	98
CC(=O)OCCOC(=O)Nc1ccccc1	101	97	97	101	86	105	104	.
C=CCC(Cc1ccccc1)C(N)=O (stereo not given)	99	102	101	107	107	.	122	.
COc1cc(-c2cc(/C=C/C(=O)c3ccc(Cl)c(Cl)c3)[nH]n2)cc(OC)c1OC	88	76	54	.	.	-6.7*	-20*	3.0*
COc1ccc(C2=Nn3c(nnc3-c3cc(Cl)cc(Cl)c3Cl)SC2)cc1	22	-2.4*	8.3*	41	22	.	1.2*	0.1*
Cc1ccc2ccc3ccc(C)nc3c2n1	70	99	102	96	102	99	48	95
Nc1ccc2[nH]cc(-c3c4ccsc4cc4[nH]c5ccc(N)cc5c34)c2c1	88	68	72	71	99	84	80	91
Following part:
SMILES	A549/ATCC	HOP-62	MOLT-4	EKVX	HOP-92	SR	RPMI-8226	CCRF-CEM
c1ccc2c(c1)Oc1nccnc1-n1nc(CN3CCOCC3)cc1-2	83	93	87	50	59	90	87	103
COc1ccc(C2=NOC(c3cnccn3)C2)cc1OC (stereo not given)	72	108	91	106	54	102	93	84
CC1=C(C)C(=O)C(N2CCN(c3ccccc3C)CC2)=CC1=O	96	92	94	92	101	98	87	88
CC(=O)CC(c1ccccc1)c1c(O)c2ccccc2oc1=O (stereo not given)	105&95	108&99	110&104	101&100	.	116&112	110&108	104&107
CCCCCCCCCCCCCCCCCSCc1ccc(Nc2ccccc2)cc1	94	103	108	.	92	148	101	100
N[C@@H](Cc1ccccc1)[C@@H](O)C(=O)NCc1ccccc1	99	107	95	101	98	98	.	99
COc1ccc(-c2cc(C(=O)Nc3nc4cc(C)c(C)cc4s3)nc3cc(-c4ccccc4)nn23)cc1	96	89	103	105	.	103	101	101
NNc1ncccn1	97	101	110	102	111	98	108	109
Cc1nc(N)ncc1CCC1OCCO1	100	118	89	.	105	101	102	102
